Screens as filed in PubChem.
BCR signal inh – chronic active BCR signaling inhibition; ABC-DLBCL IkBa-CBG/CBR reporter, luminescence ratio, 4 h; Potency, µM (doses to about 46.1 µM), for inactives: top-dose ratio change, negative = lower green/red ratio, most hits filed as inhibitors; 340,000 compounds, 0.05% hits; active = well fitted inhibition curve with a large enough effect in the signal ratio, with a control signal flat, not every such curve was filed as active; inconclusive = small, poorly fitted or top-dose-only effect, or effect the other way, or a change in a side signal; the % refers to the signal ratio;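 note: potency is the fitted concentration of half-maximal effect; plate controls were basal doxycycline-induced cells for no effect and cells given 10 µM MG132 for full effect; MG132 reads +100%, hits lower the ratio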
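TMD8 human ABC-DLBCL cells with doxycycline-inducible IκBα–green luciferase fusion and unfused red luciferase, in 0.5% FBS medium; compounds up to 46 uM, 4 h at 37C. Green/red luminescence ratio, filter-overlap corrected, fitted to concentration-response curves.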
GALK inh – inhibitors of human galactokinase. P51570. 270,000 compounds, 0.007% hits. Potency, µM (highest dose often 57.5 µM), for the others: top-dose activity change, negative = inhibition, most hits filed as inhibitors. Purified GALK, Kinase-Glo residual ATP luminescence; note: potency is the fitted concentration of half-maximal effect
Target sequence (P51570 whole entry, looked up): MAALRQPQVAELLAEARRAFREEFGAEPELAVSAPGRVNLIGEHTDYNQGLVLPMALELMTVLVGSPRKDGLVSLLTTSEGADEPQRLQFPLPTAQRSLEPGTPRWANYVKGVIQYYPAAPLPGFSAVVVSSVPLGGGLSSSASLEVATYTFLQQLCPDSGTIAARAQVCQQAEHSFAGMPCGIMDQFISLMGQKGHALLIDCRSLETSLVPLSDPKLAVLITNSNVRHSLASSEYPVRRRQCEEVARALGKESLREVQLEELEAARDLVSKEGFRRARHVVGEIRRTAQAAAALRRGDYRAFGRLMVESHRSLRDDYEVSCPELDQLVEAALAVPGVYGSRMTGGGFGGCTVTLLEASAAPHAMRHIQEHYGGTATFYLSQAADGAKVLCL
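ATP-depletion format; final 35 uM ATP, 100 uM D-galactose, 5 nM enzyme; pH 8.0 HEPES/Mg2+ buffer; 60 min RT; luminescence read 10 min after detection reagent.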
KCNH2 WT inh – inhibitors of human wildtype KCNH2 potassium channel; 340,000 compounds, 0.37% hits; AID 720551; activity change, % at 1.84 µM; U2OS, BacMam KCNH2, thallium flux FluxOr; stronger effect = lower value;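 active = maximum activity change below -70%; inconclusive = maximum activity change between -70% and -50%; inactive = maximum activity change above -50%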
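U2OS cells were transduced with wild-type KCNH2 virus (2.03 x 10^8 / mL) for 4 h at room temperature, then cultured overnight at 37 C. Thallium flux was read with FluxOr dye. Rate constants were normalized to DMSO controls.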
PKM2 activator – activators of human pyruvate kinase M2; P14618; purified PKM2, Kinase-Glo ATP luminescence, activation; response scale: 0% is enzyme alone, no compound; Potency, µM (highest dose often 57.5 µM), for the others: at the highest dose activation, usual class: activators; 260,000 compounds, 0.34% hits; AID 1631; note: potency is the fitted concentration of half-maximal effect; nearly all actives have a fitted effect of over 55% in size
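hPK-M2, >95% pure; 0.1 mM ADP / 0.5 mM PEP final; imidazole pH7.2 buffer w/ 7 mM MgCl2, 50 mM KCl; 1 h RT; Kinase-Glo lum. Intermediate enzyme activity for dual inhibitor/activator qHTS.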
Coupling enz – coupling enzyme interference in Giardia aldolase counter-screen; coupling enzyme system counterscreen, AmpLite Red fluorescence; activity change, negative = inhibition, % at 58.2 µM, hits read low; 290,000 compounds, 0.67% hits; in the data active = activity change below about -30%
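Fluorescence at 525 nm excitation and 598 nm emission measured inhibition of the coupled detection system without aldolase. Compounds (at 57.5 uM final) were preincubated 10 min at room temperature with coupling enzyme reagent before a 20 min substrate/AmpLite Red step.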
Giardia kill – Giardia lamblia killing | Giardia lamblia trophozoite viability | activity change, % at 7.66 µM, hits read low | 340,000 compounds, 0.15% hits; in the data active = activity change below about -80%; inconclusive = between about -30% and that limit;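 note: parasites exposed to compound for two days anaerobically before the ATP read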
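Each well holds 100 Giardia trophozoites and compound. After two days (48 hrs) at 37 deg C in anaerobic conditions, ATP is quantified by luminescence.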
KCNH2 3.1 inh – inhibitors of human KCNH2 3.1 potassium channel isoform; U2OS KCNH2 3.1, thallium flux FluxOr; stronger effect = lower value; 340,000 compounds, 0.95% hits; AID 720553; activity change, % (tested at about 1.8 µM);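 active = maximum activity change below -70%; inconclusive = maximum activity change from -70% to -50%; inactive = maximum activity change above -50%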;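 note: thallium influx rate constant from kinetic fluorescence after stimulation buffer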
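We transduce U2OS cells with the mutant 3.1 virus, culture them overnight, load FluxOr with Red40 quencher for 45 min, then add stimulation buffer and read kinetically for 2 min to derive a normalized rate constant.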
USP2a inh – USP2a (human) protease inhibition | O75604 | USP2 core, Ub-CHOP2 coupled fluorogenic reporter, 485/531 | Potency, µM (top dose mostly 38.3 µM), inactives show at the top dose activity change, negative = inhibition, actives largely listed as inhibitors | 330,000 compounds, 0.01% hits | AID 463254;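 note: potency is the fitted concentration of half-maximal effect; plate controls were DMSO wells for no effect and full inhibition by NEM control for full effect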
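Cell-free coupled assay: 10nM USP2 core preincubated 30min RT with compound in Tris-HCl pH 8.0/CaCl2/CHAPS buffer, then 25nM Ub-CHOP2 and 25nM reporter substrate; fluorescence (Ex 485/Em 531) read after 60min RT, normalized to NEM inhibition, concentration-response curves fitted.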
Eya2 inh – Eya2 (human) phosphatase inhibition. O00167. recombinant Eya2, OMFP fluorescence dephosphorylation (OMFP is methylfluorescein phosphate). Potency, µM (doses to about 76.9 µM), inactives show top-dose activity, negative = inhibition, hits mostly inhibitors. 330,000 compounds, 0.006% hits; note: potency is the fitted concentration of half-maximal effect
Target sequence (O00167 whole entry, looked up): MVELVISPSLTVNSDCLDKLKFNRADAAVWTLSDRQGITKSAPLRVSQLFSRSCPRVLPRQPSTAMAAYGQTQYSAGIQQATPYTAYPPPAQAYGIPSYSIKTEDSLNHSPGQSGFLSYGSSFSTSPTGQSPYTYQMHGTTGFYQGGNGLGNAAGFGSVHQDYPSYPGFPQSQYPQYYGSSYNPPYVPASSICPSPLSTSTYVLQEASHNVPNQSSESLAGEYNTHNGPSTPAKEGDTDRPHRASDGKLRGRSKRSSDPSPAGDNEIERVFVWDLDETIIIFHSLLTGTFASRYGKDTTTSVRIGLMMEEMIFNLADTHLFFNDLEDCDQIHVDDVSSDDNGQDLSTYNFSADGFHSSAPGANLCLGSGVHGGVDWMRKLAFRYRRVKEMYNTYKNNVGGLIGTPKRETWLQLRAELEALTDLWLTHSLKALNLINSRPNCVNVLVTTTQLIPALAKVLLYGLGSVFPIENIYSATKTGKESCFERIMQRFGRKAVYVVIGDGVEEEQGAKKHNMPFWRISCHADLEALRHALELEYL
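Eya2 protein (added as 0.2 uM solution) was preincubated with compound for 10 min at ambient temperature in 50 mM HEPES pH 7.5, 50 mM NaCl, 5 uM MgCl2, 0.05% BSA, 1 mM DTT. OMFP (added at 50 uM) then reacted 10 min; fluorescence read at 485/525 nm.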
uPA generation – blocks generation of uPA at the cell surface | cell surface uPA generation assay, qHTS | Potency, µM (doses to about 38.3 µM), for the others: at the highest dose activity change, negative = inhibition, usual class: inhibitors | 330,000 compounds, 0.31% hits | AID 540303; active = well fitted inhibition curve with a large enough effect; inconclusive = small, poorly fitted or top-dose-only effect; inactive = no such curve, though single readings can be large or run the other way; tested in mouse RAW 264.7 cells; note: potency is the fitted concentration of half-maximal effect; nearly all actives have a fitted effect of over 55% in size
B2AR arrestin – beta2AR (human) beta-arrestin recruitment activity; Potency, µM (series often up to 46.1 µM), for the others: at the top dose activation, actives largely listed as activators; beta-arrestin recruitment to beta2AR, cell-based reporter; P07550; 330,000 compounds, 0.02% hits;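 note: potency is the fitted concentration of half-maximal effect; 0% = DMSO controls and full agonism = EC100 isoproterenol or metaproterenol; nearly all actives have a fitted effect of over 65% in size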
* hit, by the source's call; u = inconclusive; x = not tested or not shown; & = joins results of further samples; [ ] = another dose, or the depositor's remark. Unless noted, calls come from the whole dose curve; as a rule, active = well fitted curve in the direction sought with a large enough effect; inconclusive = small, poorly fitted or top-dose-only effect, or another doubt; inactive = no such curve, though single readings can be large; an effect the other way counts as inactive or inconclusive. Unless noted, % is set by controls: 0 for no effect and ±100 for the full control effect.

SMILES	BCR signal inh	GALK inh	KCNH2 WT inh	PKM2 activator	Coupling enz	Giardia kill	KCNH2 3.1 inh	USP2a inh	Eya2 inh	uPA generation	B2AR arrestin
COc1ccc[nH]c1=O	-1%	0%	-16	-6%	-9	9	6	1%	2%	6%	-0.2%
CCCNC(=O)c1ccc(SC)cc1OC	-1%	1%	-16	-2%	4	5	-16	-1%	11%	-3%	0.3%
CC[C@@H](C)[C@H](NC(=O)OC(C)(C)C)c1nnc(S(=O)(=O)Cc2cc(C)ccc2C)o1	u	0%	30	u	-2	7	-6	-1%	-13%	-15%	-0.6%
COc1cc(/C=N/N2CCN(c3ccccc3OC)CC2)ccc1OC(C)=O	6%	1%	-4	-1%	2	10	7	-1%	7%	1%	-0.5%
C=CCN(c1ccccc1OC)S(=O)(=O)c1cccc(C(=O)OCC(=O)c2c[nH]c3ccccc23)c1	19%	0%	-4	-8%	-6	-6	1	-6%	3%	1%	9.6%
O=C(CCS(=O)(=O)c1ccccc1)Nc1nc2cc3c(cc2s1)OCO3	u	4%	2	7%	0	-9	-2	3%	-14%	2%	-0.9%
COc1cc2c(cc1OC)CN(C(=O)C(C)(C)C)CC2	2%	0%	-1	-5%	-1	9	1	-5%	1%	1%	-0.1%
Cc1ccc(NCc2nnc(SCC(=O)c3ccc4c(c3)OCCO4)o2)c(C)c1	-1%	-3%	-14	2%	-1	42[activator]	-12	1%	0%	5%	0.2%
Cc1ccc(-c2noc(C3CCCN(C(=O)c4cccc(Cl)c4)C3)n2)o1 (stereo unspecified)	-6%	5%	-10	x	3	38[activator]	-22	-1%	4%	1%	0.0%
O=C(O)CCCCn1c(SCc2ccccc2Cl)nc2ccsc2c1=O	-4%	-2%	-14	-5%	23	21	3	-1%	15%	-13%	-0.8%
Fc1ccc(NC(=S)NCc2cccs2)cc1	u	-2%	-5	-2%	1	-10	13	1%	-5%	-3%	-0.5%
COc1ccc(OCCNC(=O)Nc2cc(F)c(F)cc2Cl)cc1	1%	1%	-6	24%	-2	-1	-3	0%	0%	4%	0.2%
CCOC(=O)c1[nH]nc(-c2cc(CC)c(O)cc2O)c1-c1cscn1	u	0%	-9	2%	-24	-3	12	5%	23%	x	0.0%
COC(=O)C(C)(N)Cc1ccc(O)cc1 (stereo unspecified)	-8%	x	-7	x	x	-1	26	1%	0%&5%	3%	0.2%
COc1ccc2[nH]c(=O)c(-c3nnn(-c4ccccc4)n3)cc2c1	-15%	0%	8	-1%	0	1	-10	0%	5%	3%	-0.3%

3 entries already listed, ordered by the number in PKM2 activator, low to high:
compound	BCR signal inh	GALK inh	PKM2 activator	Eya2 inh	uPA generation	B2AR arrestin
CCCNC(=O)c1ccc(SC)cc1OC	-1%	1%	-2%	11%	-3%	0.3%
CCOC(=O)c1[nH]nc(-c2cc(CC)c(O)cc2O)c1-c1cscn1	u	0%	2%	23%	x	0.0%
COc1ccc(OCCNC(=O)Nc2cc(F)c(F)cc2Cl)cc1	1%	1%	24%	0%	4%	0.2%

Single records (already shown). Order of screens: BCR signal inh	GALK inh	KCNH2 WT inh	PKM2 activator	Coupling enz	Giardia kill	KCNH2 3.1 inh	USP2a inh	Eya2 inh	uPA generation	B2AR arrestin
`CCOC(=O)c1[nH]nc(-c2cc(CC)c(O)cc2O)c1-c1cscn1` is entered as u	0%	-9	2%	-24	-3	12	5%	23%	x	0.0%
`CC[C@@H](C)[C@H](NC(=O)OC(C)(C)C)c1nnc(S(=O)(=O)Cc2cc(C)ccc2C)o1` is entered as u	0%	30	u	-2	7	-6	-1%	-13%	-15%	-0.6%
`COc1cc(/C=N/N2CCN(c3ccccc3OC)CC2)ccc1OC(C)=O` is entered as 6%	1%	-4	-1%	2	10	7	-1%	7%	1%	-0.5%
`Cc1ccc(-c2noc(C3CCCN(C(=O)c4cccc(Cl)c4)C3)n2)o1` (stereo unspecified) is entered as -6%	5%	-10	x	3	38[activator]	-22	-1%	4%	1%	0.0%
`COC(=O)C(C)(N)Cc1ccc(O)cc1` (stereo unspecified) is entered as -8%	x	-7	x	x	-1	26	1%	0%&5%	3%	0.2%

Additional records.
SMILES	BCR signal inh	GALK inh	KCNH2 WT inh	PKM2 activator	Coupling enz	Giardia kill	KCNH2 3.1 inh	USP2a inh	Eya2 inh	uPA generation	B2AR arrestin
Cc1nn(C)c(C(=O)Sc2ccccc2)c1[N+](=O)[O-]	u	4%	0	2%	7	9	-7	1%	10%	1%	0.3%
Cc1c(/C=N/NC(=O)c2sc3ccccc3c2Cl)cnn1C	u	-24%	-8	-2%	1	5	-17	3%	22%	-8%	-0.6%
COc1cc(NC(=O)CN2CCN(c3ccccc3O)CC2)c(C)cc1[N+](=O)[O-]	0%	-1%	-4	-6%	0	-22	-19	-3%	-3%	7%	-0.3%
O=C(Nc1ccc(S(=O)(=O)N2CCCC2)cc1)C1CC(=O)N(c2ccccc2)C1 (stereo unspecified)	8%	3%	2	0%	1	-6	15	-1%	7%	1%	-0.2%
N#Cc1ccc(CN2CCN(C(=O)c3cc(C4CC4)nn3-c3ccccc3)CC2)cc1	0%	x	13	x	x	u	2	-3%	-5%	-2%	0.2%
COC(=O)[C@H](Cc1ccccc1)NC(=O)N(C)Cc1ccccc1	5%	4%	-11	-3%	1	17	-2	-2%	12%	-2%	-1.0%
CCOC(=O)CC1C(C(=O)OCC)ON2OC(C(=O)OC)C(C(=O)OCC)C12 (stereo unspecified)	u	-2%	5	-2%	0	-5	3	2%	-7%	0%	-0.6%
CCCCCC(=O)Nc1cc(S(=O)(=O)N2CCOCC2)ccc1N1CCCC1	1%	0%	0	-2%	0	-10	4	0%	0%	4%	-0.7%
O=C(c1ccc(Br)cc1)N1CCCC1	x	2%	0	-3%	-1	24	-9	x	x	-2%	x
CC(C)CC(=O)Nc1ccc(Cc2ccncc2)cc1	-5%	8%	0	-6%[11.5 µM]	5	1	10	1%	3%	-5%	-1.2%
COC(=O)CC(NC(=O)c1ccc(C)cc1)c1ccc2c(c1)OCO2 (stereo unspecified)	u	-1%	-6	1%	2	5	4	2%	17%	-2%	-1.2%
CCOC(=O)C(Cc1c[nH]c2ccccc12)NC(=O)CNC(C)=O (stereo unspecified)	-2%	-1%	0	-6%	0	19	-3	-2%	-4%	1%	-0.2%
CCOCCCNC(=O)C(NC(=O)c1ccc2c(c1)OCO2)c1ccc(OC)cc1 (stereo unspecified)	0%	1%	2	-1%	1	-1	7	2%	27%	2%	-0.1%
COc1cc2c(cc1OC)CN(C(=O)c1ccc(S(=O)(=O)N3CCCC3)cc1)CC2	u	1%	3	1%	-3	-1	-12	0%	0%	2%	-0.2%
CC1CN(c2nnnn2-c2ccccc2)CC(C)O1 (stereo unspecified)	1%	7%	4	-5%	2	-24	7	1%	-6%	7%	-0.8%
CC(C)CC1NC(=O)N(CC(=O)Nc2cccc(Br)c2)C1=O (stereo unspecified)	-12%	x	0	x	x	-29	2	-2%	2%	-10%	0.3%
CC(=O)Nc1ccc(C(=O)Nc2cccc(-c3cnc4ccccc4n3)c2)cc1	7%	-4%	7	-5%	0	1	19	-2%	-11%	3%	0.0%
CCCCn1c(N)c(N(CC(C)C)C(=O)c2cc(=O)[nH]c3ccccc23)c(=O)[nH]c1=O	-1%	x	1	x	x	-1	-7	0%	13%	3%	-0.3%
O=C(Cn1[nH]c(=O)c2ccccc2c1=O)NC1CCN(Cc2ccccc2)CC1	-8%	-1%	-4	5%	5	3	5	1%	15%	4%	-0.2%
O=C(OCCCc1cc2ccccc2c(=O)o1)c1ccc(F)cc1	-1%	x	-6	x	x	-6	2	1%	5%	-4%	0.2%
CCCCCOC(=O)C(C)Sc1n[nH]c(=O)[nH]c1=O (stereo unspecified)	3%	9%	1	-1%	0	4	-14	2%	-9%	4%	-0.3%
Oc1ccccc1N1CCN(c2nnnn2-c2ccccc2)CC1	5%	3%	-3	0%	1	35[activator]	5	1%	-1%	7%	-0.2%
Cc1cccc(N(CC(=O)NC2CCCC2)C(=O)c2csnn2)c1C	-1%	8%	1	-12%	-1	-2	16	-3%	-7%	0%	-0.2%
Cc1ccc(CN(C(=O)c2ccc([N+](=O)[O-])cc2)C2CCS(=O)(=O)C2)o1 (stereo unspecified)	-6%	5%	-9	4%	1	-3	-13	0%	-4%	1%	0.4%
CCN(CC)c1nc2c(c(=O)n(C)c(=O)n2C)n1CC(=O)c1ccccc1	2%	1%	-5	2%	-4	13	9	0%	-8%	-9%	0.0%
